From PubChem BioAssay
PV pol inh: inhibitors of poliovirus RNA polymerase binding and polymerization; poliovirus polymerase elongation, fluorescence polarization; active compounds read low; actives 0.66% (n = 150,000); % elongation, % (compound at 16.7 µg/mL); AID 588519; in the data active means % elongation below about 90%; further: some results filed as inactive read as strong as hits
Target sequence (P03300 1749-2209 limits assumed): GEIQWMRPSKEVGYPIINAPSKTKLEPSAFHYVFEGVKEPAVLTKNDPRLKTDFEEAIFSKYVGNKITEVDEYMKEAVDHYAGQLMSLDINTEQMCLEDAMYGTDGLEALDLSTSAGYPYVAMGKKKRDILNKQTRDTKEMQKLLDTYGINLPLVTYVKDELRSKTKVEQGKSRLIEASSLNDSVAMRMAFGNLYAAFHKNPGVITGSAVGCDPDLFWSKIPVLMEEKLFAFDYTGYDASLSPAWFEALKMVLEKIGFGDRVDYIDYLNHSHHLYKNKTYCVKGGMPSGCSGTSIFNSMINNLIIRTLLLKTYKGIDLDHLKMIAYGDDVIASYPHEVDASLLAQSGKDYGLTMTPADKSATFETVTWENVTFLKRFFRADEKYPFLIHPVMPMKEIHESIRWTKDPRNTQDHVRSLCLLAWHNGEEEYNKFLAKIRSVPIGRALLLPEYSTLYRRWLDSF
PV pol inh FP z-score: also measured in PV pol inh; calls as there; z-score; measured here: FP z-score; hits read low
Starred values were filed as active, the others as inactive; & = joins results of further samples. Some of the compounds tested (hit frequency here may not be typical).

SMILES	PV pol inh	PV pol inh FP z-score
COc1ccc2c(CC(=O)OCc3c(C)noc3C)coc2c1	98.0	-0.5
CC1(C)NC(=O)N(CCOc2ccc(F)cc2)C1=O	102.0	0.3
O=C(NCCS(=O)(=O)N1CCN(c2ccc(F)cc2)CC1)c1ccccc1Br	107.0	0.1
COc1ccc(CNC(=O)c2cc3c(=O)[nH]c4ccccc4c3s2)cc1	109.0	0.4
Cc1ccc(NC(=O)CCNS(=O)(=O)c2ccc3nc(-c4ccccc4)[nH]c3c2)cc1	101.0	-0.3
Cc1ccc2onc(OC(=O)NC(C)(C)C)c2c1	101.0	-0.4
CCOc1cc(C(=O)NCc2nc(-c3cccc(C)c3)no2)cc(OCC)c1OCC	105.0	-0.4
Cc1cccc(OCC(=O)Nc2ccc3c(c2)nc(CCNC(=O)c2ccco2)n3C)c1	106.0	-0.1
COc1ccc(-n2nc3cc(C)c(NC(=O)c4ccc(-c5ccc(Cl)cc5)o4)cc3n2)cc1	107.0	0.3
O=C(NCCSc1ccccc1)c1ccco1	103.0	-0.2
CCOC(=O)c1c(C)[nH]c(C)c1S(=O)(=O)NCC(=O)N1CCN(c2ccccc2)CC1	98.0	-2.4
C=C(C)Cn1c(SCC(=O)c2ccc(Br)cc2)nc2sc3c(c2c1=O)CCCC3	107.0	0.3
CC1=C2C(=O)CCCC2=Nc2ccccc2N1	99.0	-0.7
O=C(/C=C/c1nc2ccccc2s1)OCC(=O)N1CCCC1=O	109.0	0.8
CO[C@]12C[C@@H](COC(=O)c3cncc(Br)c3)CN(C)[C@@H]1Cc1cn(C)c3cccc2c13	99.0&98.0	-0.2&0
CCOc1ccc(NC(=O)c2cc(S(=O)(=O)N3CCN(c4ccccc4F)CC3)ccc2F)cc1	105.0	-0.5
CC1C(c2ccccc2)=[N+]([O-])C(C)(C)N1O (centres undefined)	104.0	0.6
O=C(O)Cc1n[nH]c(=O)c2ccccc12	101.0	-0.3
Cc1c(Cl)cccc1-c1ccc(C(=O)Nc2ccc3oc(-c4cccnc4)nc3c2)o1	107.0	0.3
CNS(=O)(=O)c1cn(CC(=O)N2CCCC2)cc1S(=O)(=O)NC	102.0	0
Cn1cc(-c2cc3n(n2)CCC(=O)N3CCCC(=O)Nc2ccc(F)cc2F)c2ccccc21	106.0	-0.1
O=C(Nc1ccc(-c2nc3cc(NC(=O)c4ccccc4Cl)ccc3o2)cc1)c1ccccc1Cl	105.0	0.2
CCN=c1scc(CC(=O)OCC)n1-c1c(C)cc(C)cc1C	103.0	0
COc1ccc(Nc2cc(C(=O)NCCCN3CCN(c4ccccc4F)CC3)c3ccccc3n2)c(OC)c1	109.0	-0.1
COc1ccc(NC(=O)Nc2cc(F)cc(F)c2)cc1OC1CCCC1	102.0	-0.3
CC(O)CNC(=O)CC1(CC(=O)NCC(C)O)CCCC1 (centres undefined)	99.0	-1.5
Fc1ccc(Nc2c(-c3c[nH]c4ccccc34)nc3ccccn23)cc1	102.0	-0.9
Cc1ccc(Cl)cc1N1CCN(C(=O)C2CCN(S(=O)(=O)c3cccs3)CC2)CC1	101.0	-0.2
Cc1ccc(N2C(=O)[C@@H]3CSC(c4ccc(Cl)cc4)N3C2=O)cc1 (some centres undefined)	105.0	0.1
CC1CCN(S(=O)(=O)c2ccc3nc(-c4cccnc4)cc(C(=O)NCC4CCCO4)c3c2)CC1 (centres undefined)	101.0	-0.2
CCc1ccc2nc(N3CCN(C(=O)c4ccco4)CC3)sc2c1	107.0	0.2
COc1ccc(S(=O)(=O)N2Cc3ccccc3CC2C(=O)Nc2cc(Cl)ccc2Cl)cc1 (centres undefined)	100.0	-1.3
O=C(CSC1c2ccccc2Oc2ccccc21)Nc1ccc(C(=O)O)cc1	94.0	-1.6
c1ccc(CN2CCN(c3ncnc4sc5c(c34)CCCCC5)CC2)cc1	97.0	-0.4
COc1ccc(C(=O)N2CCC(C(=O)Nc3ccc(Cl)cc3)CC2)cc1	107.0	0.7
Cc1ccc(NC(=O)CNC(=O)Cn2cnc3ccccc3c2=O)cc1F	101.0	0.2
CCN(CC)C(=O)Cn1cc(SCC(=O)NC)c2ccccc21	101.0	-0.5
Cc1c(C(=O)N2CCOCC2)[nH]c2ccc(OCc3ccccc3)cc12	101.0	-0.3
O=C1NC(=O)N(C2CCCCC2)C(=O)/C1=C/c1ccc(C(=O)O)cc1	103.0	0.1
CCOC(=O)c1ccc(NC(=O)NC2CC3CCC(C2)N3Cc2nnnn2Cc2ccco2)cc1 (centres undefined)	101.0	-0.1
O=C(O)Cc1c(F)cccc1Cl	102.0	0
CC(C)c1ccc(Cc2cnc(NC(=O)c3ccc4c(c3)CC(c3ccccc3)OC4=O)s2)cc1 (centres undefined)	103.0	-0.7
O=C(NCc1cccc(Cl)c1)c1cc2c(s1)-c1ccccc1SC2	107.0	0
c1ccn2c(SCc3nnc(-c4cc5c(s4)CCCC5)o3)nnc2c1	101.0	-0.2
Cc1cccc(OC(=O)CSc2nnc(-c3cccs3)o2)c1C	109.0	0.5
O=C1OCCC1Sc1nnc(-c2ccc(Cl)cc2)o1 (centres undefined)	103.0	0.3
COc1ccc(/C=C/C(=O)OCc2cc(=O)n3cc(C)ccc3n2)cc1S(=O)(=O)N1CCOCC1	101.0	0.1
O=C(Nc1ccc(Cl)c(Cl)c1)Oc1ccc(NC(=O)c2ccco2)cc1	101.0	0

Next section (four carried over from the part before).
SMILES	PV pol inh	PV pol inh FP z-score
Cc1cccc(OC(=O)CSc2nnc(-c3cccs3)o2)c1C	109.0	0.5
O=C1OCCC1Sc1nnc(-c2ccc(Cl)cc2)o1 (centres undefined)	103.0	0.3
COc1ccc(/C=C/C(=O)OCc2cc(=O)n3cc(C)ccc3n2)cc1S(=O)(=O)N1CCOCC1	101.0	0.1
O=C(Nc1ccc(Cl)c(Cl)c1)Oc1ccc(NC(=O)c2ccco2)cc1	101.0	0
Cc1ccc(CCNC(=O)CS(=O)Cc2nc(-c3ccccc3C)oc2C)cc1 (centres undefined)	105.0	0
CCOC(=O)Nc1ccc(C(=O)OC)cc1	100.0	-0.7
CCN(Cc1ccncc1)C(=S)NCc1ccccc1	102.0	-0.2
COc1ccc(NC(=O)CCCOc2cc(=O)n(C)c3ccccc23)c(OC)c1	100.0	-1.7
Cc1ccc2cc(C)c(NCc3cccnc3)nc2c1	100.0	-0.5
NS(=O)(=O)c1ccc(CNC(=O)C2CCCCC2)cc1	105.0	0.6
Cc1cc(C(=O)COc2ccccc2Cl)c(C)n1Cc1cccs1	107.0	0.7
Fc1cccc(CSC2=NCN(C3CC3)CN2)c1	110.0	0.7
Cc1ccc(NC(=O)CN2C(=O)C(c3ccccc3)=NC23CCCCC3)cc1C	109.0	0.6
CC1=CC(=O)NP(=O)(Oc2ccccc2)N1 (centres undefined)	102.0	-0.1
Cc1c2cnn(CC(=O)NCc3ccc(F)cc3)c(=O)c2c(C)n1Cc1ccccc1F	109.0	0.6
C=CCSc1nnc(NC(=O)CSc2nc(CCC)cc(=O)[nH]2)s1	97.0	-0.9

A stretch from the list above:
SMILES	PV pol inh	PV pol inh FP z-score
Cc1ccc(CCNC(=O)CS(=O)Cc2nc(-c3ccccc3C)oc2C)cc1 (centres undefined)	105.0	0
CCOC(=O)Nc1ccc(C(=O)OC)cc1	100.0	-0.7
CCN(Cc1ccncc1)C(=S)NCc1ccccc1	102.0	-0.2

More compounds.
SMILES	PV pol inh	PV pol inh FP z-score
CC(C)CCn1c(=O)c2cccnc2n(CC(=O)Nc2ccccc2F)c1=O	103.0	-0.2
Cc1cccc(N(C)C(=O)C2CCC(CNS(=O)(=O)c3cccc4nsnc34)CC2)c1 (centres undefined)	108.0	1
COC(=O)c1ccc(CSc2nncn2C)cc1	104.0	0.1
O=C(c1noc2c1COc1ccccc1-2)N1CCC2(CC1)OCCO2	103.0	-0.1
NC(=O)C1CN(C(=O)Cc2ccc3c(c2)CCC3)c2ccccc2O1 (centres undefined)	101.0	-0.1
CCOC(=O)c1sc(-n2ncc3c(=O)[nH]cnc32)nc1C	102.0	0.2
O=C(O)COCC(=O)Nc1cc(Cl)cc(Cl)c1	103.0	0.3
CCN1CCN(c2cc(C)c3cc(NC(=O)c4cc(OC)cc(OC)c4)ccc3n2)CC1	97.0	-1
O=C(NCc1ccccn1)c1ccc(N2CCCC2=O)cc1	104.0	1.3
O=c1c2c3c(sc2ncn1Cc1nn[nH]n1)CCCC3	97.0	-1.5
O=c1[nH]cc(-c2nc3ccccc3s2)c(=O)[nH]1	98.0	-0.9
O=C(CN1C(=O)CCSc2ccccc21)NCCCN1CCN(C2CCCCC2)CC1	102.0	0.3
Cc1cccc(C(=O)NCc2n[nH]c(=S)n2-c2ccccc2)c1	102.0	1
Clc1ccc(CCNC(c2ccc(Cl)cc2)c2nnc(-c3ccccc3)o2)cc1 (centres undefined)	104.0	-0.2
CC(C)Cc1ccc(S(=O)(=O)N2CCC(c3ccncc3)CC2)cc1	113.0	1.4
S=C1NCN(Cc2ccc3c(c2)OCO3)CN1	100.0	-0.3
CC(C)(C)n1ncc2c(=O)n(Cc3cccc(C(F)(F)F)c3)cnc21	105.0	0.9
CCn1c2ccccc2c2nnc(N3CCN(c4cccc(Cl)c4)CC3)nc21	103.0	-0.6
Cc1ccc(N2CC(C(=O)O)CC2=O)cc1 (centres undefined)	101.0	-0.2
CN(C)/N=C/C=C1\CCC/C(=C\C=N\N(C)C)C1=O	165.0	6.6
CCOC(=O)c1ccc(C(=O)OCC)nc1	101.0	-0.2
CC(C)CNC(=O)C1CCN(S(=O)(=O)c2ccc(-n3cnnn3)cc2)CC1	102.0	0
CCCCC12CN3CC(C)(CN(C1)C3c1ccccn1)C2=O (centres undefined)	118.0	3.1
Cc1ccc(NC(=O)/C(C#N)=C\c2ccc(Sc3nc4ccccc4[nH]3)o2)cc1C	125.0	4.6

Record cards, from the list above. Order of values: PV pol inh | PV pol inh FP z-score
CC(C)(C)n1ncc2c(=O)n(Cc3cccc(C(F)(F)F)c3)cnc21 is entered as 105.0 | 0.9
CCn1c2ccccc2c2nnc(N3CCN(c4cccc(Cl)c4)CC3)nc21 is entered as 103.0 | -0.6
S=C1NCN(Cc2ccc3c(c2)OCO3)CN1 is entered as 100.0 | -0.3
CCOC(=O)c1ccc(C(=O)OCC)nc1 is entered as 101.0 | -0.2

(list continues)
SMILES	PV pol inh	PV pol inh FP z-score
COc1ccccc1-n1ncc2c(=O)[nH]c(SCC(=O)Nc3cccc(F)c3)nc21	109.0	0.5
COC(=O)c1ccc(Oc2nc3c(c(=O)n(C)c(=O)n3C)n2Cc2ccc(Cl)c(Cl)c2)cc1	103.0	-0.3
N#Cc1ccccc1OCc1nc2ccccc2o1	101.0	-0.4
Cc1csc2ncnc(Sc3ccccc3NS(=O)(=O)c3ccc(F)cc3)c12	99.0	-0.6
Cc1ccc(-n2nc3c(N4CCC(C(=O)NC5CCCCC5)CC4)nnc(C)c3c2C)cc1	101.0	-0.8
COc1cc(NS(=O)(=O)c2ccc3c(c2)OCC(C(=O)N2CCCC2)O3)cc(OC)c1 (centres undefined)	103.0	-0.8
Cc1ccc2oc(C(=O)Nc3ccc(S(=O)(=O)N4CCCCC4C)cc3)cc(=O)c2c1 (centres undefined)	105.0	-0.5
Cn1cc(S(=O)(=O)NCc2ccc3c(c2)OCO3)c(C(F)(F)F)n1	109.0	0.5
Cc1cc(NC(=O)CSc2cn(CC(=O)N3CCC(C)CC3)c3ccccc23)no1	102.0	0.3
COc1ccc(NC(=O)CCC2CCCCC2)c(OC)c1	99.0	-0.2
COc1cc(-n2c(=O)c3ccccc3n(CC(=O)NCc3ccc(C)cc3)c2=O)cc(OC)c1OC	99.0	-0.7
CNS(=O)(=O)c1ccc(NC(=O)c2cc3ccccc3oc2=O)cc1	101.0	0.2
CCCN(S(=O)(=O)c1ccc(OCC)cc1)S(=O)(=O)c1cccs1	112.0	1.8
CC(=O)N1CCN(C(=O)COc2ccc(Br)cc2)CC1	101.0	0
O=S(=O)(NCC1COc2ccccc2O1)c1ccc(S(=O)(=O)c2ccccc2)s1 (centres undefined)	101.0	-0.4
CC1CCN(S(=O)(=O)c2cc(Br)cnc2N)CC1	105.0	0.6
NS(=O)(=O)c1ccc(CNC(=O)CC23CC4CC(CC(Br)(C4)C2)C3)cc1	98.0	-1.2
CC1CCCCN1Cc1c(O)ccc2c(=O)c(-c3cccc(Cl)c3)c(C(F)(F)F)oc12 (centres undefined)	104.0	-0.3
O=C(CCc1nnc2n(CCc3ccccc3)c(=O)c3ccccc3n12)NCc1ccco1	102.0	0.1
COc1ccccc1NC(=O)Cc1noc(COC(=O)c2ccc(Br)o2)n1	102.0	-0.2
O=C(c1sc2ccccc2c1Cl)N1CCC2(CC1)OCCO2	99.0	-0.1
O=C(O)c1coc2ccccc12	101.0	-0.2
CCOC(=O)c1cc(-c2ccc(C)cc2)n(CCC(=O)N2CCN(c3ccccn3)CC2)c1C	101.0	0.2
Cc1ccc(C(C)C)c(OCCCCN(C)C)c1	93.0	-1.4
CCN(CC(=O)Nc1ccc(S(=O)(=O)N2CCCC2)cc1)CC(=O)Nc1cccc(OC)c1	89.0*	-1.2*
Cc1ccc(=O)n(S(=O)(=O)c2ccc(F)cc2F)n1	102.0	-0.6
O=C1SC(Nc2ccc(Cl)cc2)C(=O)N1Cc1ccccc1 (centres undefined)	107.0	0.2
CCOc1ccc2c(c1)c(=O)c(C(=O)c1ccccc1)cn2Cc1ccccc1F	107.0	-0.1
CN(C/C=C/c1ccc(N(C)C)cc1)CCc1ccccn1	100.0	-0.3
O=C(O)/C=C\C(=O)N1CCc2ccccc21	101.0	0.2
O=C(N/N=C/c1ccc(N2CCOCC2)cc1)C1CC1	101.0	-0.2
COc1ccc(-n2nc(C(=O)N3CCCCC3C)c3c4ccccc4n(C)c3c2=O)cc1Cl (centres undefined)	105.0	0.2
Cc1oc(C(C)(C)C)cc1C(=O)/C(C#N)=C/Nc1ccccc1	98.0	-0.7
CCOc1ccc(N(C)C(=O)C2CCN(S(=O)(=O)c3ccc4c(c3)CCCN4C(C)=O)CC2)cc1	102.0	-1.2
